LYPLA2 inh – blocks human lysophospholipase 2, a PME1 counter-screen; inhibition, % at 5.9 µM; 320,000 compounds, 0.38% hits; recombinant LYPLA2, FP-Rh probe fluorescence polarization; AID 2177;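 active means inhibition above the screen-wide mean plus 3 SD, limit set per campaign, cut at about 26% in these data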;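 further: 0% = LYPLA2 with DMSO and 100% = wells lacking LYPLA2 enzyme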
PAD4 inh – PAD4 (human) enzyme inhibition | Q9UM07 | recombinant PAD4, RCA probe fluorescence polarization | inhibition, % at 6.36 µM | 330,000 compounds, 0.41% hits;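 active means percent inhibition above a cutoff equal to the mean of all tested compounds plus 3 SD, cut at about 15% in these data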;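 further: 0% = PAD4 with RCA probe and DMSO and 100% = probe without PAD4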
Target sequence (Q9UM07 whole entry, looked up): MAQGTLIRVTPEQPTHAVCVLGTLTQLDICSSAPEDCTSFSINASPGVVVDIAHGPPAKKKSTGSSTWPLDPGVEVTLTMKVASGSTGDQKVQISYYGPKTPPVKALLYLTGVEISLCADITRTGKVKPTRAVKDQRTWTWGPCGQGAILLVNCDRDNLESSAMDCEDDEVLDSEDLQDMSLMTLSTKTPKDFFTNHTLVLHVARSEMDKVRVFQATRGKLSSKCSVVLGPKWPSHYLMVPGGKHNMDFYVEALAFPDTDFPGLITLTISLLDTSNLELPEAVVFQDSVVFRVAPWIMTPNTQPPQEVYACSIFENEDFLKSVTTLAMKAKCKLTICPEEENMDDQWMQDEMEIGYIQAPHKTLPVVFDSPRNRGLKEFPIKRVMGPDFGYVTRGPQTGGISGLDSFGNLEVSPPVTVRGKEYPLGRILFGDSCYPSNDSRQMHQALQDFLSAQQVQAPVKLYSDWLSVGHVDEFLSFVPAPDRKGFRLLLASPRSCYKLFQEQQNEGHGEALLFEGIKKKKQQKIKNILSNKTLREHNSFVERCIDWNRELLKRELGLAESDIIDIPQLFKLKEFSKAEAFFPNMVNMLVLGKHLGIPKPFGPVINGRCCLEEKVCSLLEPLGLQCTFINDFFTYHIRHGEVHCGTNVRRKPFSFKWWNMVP
PAFAH1B2 inh – inhibitors of human PAFAH1B2. 340,000 compounds, 1.2% hits. AID 492953. recombinant PAFAH1B2, FP-rhodamine activity probe, fluorescence polarization. P68402. inhibition, % at 3.39 µM;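 active means inhibition above the mean of all tested compounds plus 3 SD, cut at about 24% in these data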;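 further: 0% = enzyme with DMSO and 100% = wells lacking PAFAH1B2; many of its hits are not listed in these tables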
PAFAH1B3 FP inh – inhibitors of human PAFAH1B3. recombinant PAFAH1B3, FP-rhodamine probe, fluorescence polarization. 340,000 compounds, 0.28% hits. inhibition, % at 3.39 µM;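 active means inhibition above the screen-wide average of all tested compounds plus 3 SD, cut at about 25% in these data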;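 further: 0% = enzyme with DMSO only and 100% = wells lacking PAFAH1B3 protein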
Target sequence (Q15102 whole entry, looked up): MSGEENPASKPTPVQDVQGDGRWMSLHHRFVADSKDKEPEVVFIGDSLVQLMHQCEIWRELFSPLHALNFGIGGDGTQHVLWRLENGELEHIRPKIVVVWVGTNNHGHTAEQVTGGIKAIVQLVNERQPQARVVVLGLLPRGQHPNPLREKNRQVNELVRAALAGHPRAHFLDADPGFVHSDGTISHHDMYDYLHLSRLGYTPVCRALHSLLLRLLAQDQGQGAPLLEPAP
pPAFAH inh – pPAFAH (human) enzyme inhibition; recombinant pPAFAH, FP-rhodamine probe fluorescence polarization; inhibition, % at 3.39 µM; 330,000 compounds, 1.5% hits; AID 463082;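 active means inhibition above the mean inhibition across the screen plus 3 SD, cut at about 25% in these data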;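 further: inhibitors block binding of the rhodamine activity-based probe so polarization drops; 0% = enzyme with DMSO and 100% = wells lacking pPAFAH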
LYPLA1 inh – counter-screen for PME1 inhibitors: inhibitors of human LYPLA1 | O75608 | recombinant LYPLA1, FP-Rh probe fluorescence polarization | inhibition, % at 5.9 µM | 320,000 compounds, 0.16% hits | AID 2174;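 active means inhibition above the mean of all tested compounds plus 3 SD, set per campaign, cut at about 14% in these data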;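 further: inhibitors block serine hydrolase probe labeling of LYPLA1 so polarization falls; 0% = enzyme with DMSO and 100% = wells lacking LYPLA1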
GSTO1 inh – blocks human GSTO1 in RBBP9 counter-screen. recombinant GSTO1, activity-based probe fluorescence polarization. inhibition, % at 5.96 µM. 300,000 compounds, 1.1% hits. AID 1974;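 active means inhibition above the campaign mean inhibition plus 3 SD, cut at about 35% in these data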;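 further: 0% = GSTO1-1 with DMSO and 100% = wells lacking GSTO1-1 enzyme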
PREPL inhibitor – human PREPL enzyme inhibition; inhibition, % at 5.96 µM; AID 2751; 320,000 compounds, 0.68% hits; recombinant PREPL, fluorescence polarization activity-based probe; in the data active means inhibition above about 43%;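 further: 0% = enzyme with DMSO and 100% = wells lacking enzyme; many of its hits are not listed in these tables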
PAFAH2 inh – PAFAH2 (human) inhibition | recombinant PAFAH2, FP-rhodamine activity probe, fluorescence polarization | inhibition, % at 3.39 µM | 340,000 compounds, 0.99% hits | AID 492956;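 active means inhibition above the mean over all tested compounds plus 3 SD, cut at about 30% in these data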;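 further: inhibitors block probe labeling of enzyme so polarization drops; 0% = enzyme with DMSO and 100% = wells lacking PAFAH2 protein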
Starred values were filed as active, the others as inactive; / = no result given. These rows are one share of the data, so the mix of outcomes need not match the whole.

SMILES	LYPLA2 inh	PAD4 inh	PAFAH1B2 inh	PAFAH1B3 FP inh	pPAFAH inh	LYPLA1 inh	GSTO1 inh	PREPL inhibitor	PAFAH2 inh
O=C(O)C1CC(=O)n2c(nc3ccccc32)S1 (centres undefined)	9	-2	5	4	1	3	10	-4	-4
Cc1csc(SCCN2C(=O)c3ccccc3C2=O)n1	-3	-1	3	4	5	1	-5	1	-3
O=S(=O)(c1ccc(NC(=S)N/N=C/c2ccc(Oc3ccccc3)cc2)cc1)N1CCOCC1	1	4	1	-6	3	-2	3	6	3
CNC(=O)c1cccc2nc3ccccc3nc12	-1	-2	/	/	2	-2	2	4	/
Cc1ccc(NC(=S)Nc2ccccn2)cc1C	2	3	/	/	3	-1	3	5	/
COc1ccc(Nc2nc(N)nc(CSC(=S)N3CCC(C)CC3)n2)cc1	7	-4	8	5	11	2	3	7	6
CCC(=O)N1CCc2cc(S(=O)(=O)NC(CC(C)C)C(=O)N3CCc4ccccc43)ccc21 (centres undefined)	2	-4	3	3	-8	2	-1	-2	-5
O=C(CCc1nnc(CCCc2ccccc2)o1)NCCc1ccccc1	-2	1	24*	-1	1	2	-2	8	1
COc1cccc(CN(C)C(=O)c2sccc2-c2ccccc2)c1OC	-2	1	0	6	5	-1	2	4	3
Cc1nc(C(=O)Nc2ccc(Cl)cc2)nn1-c1ccc([N+](=O)[O-])cc1	17	-2	1	6	1	4	-6	10	1
Cc1ccc(-c2csc(N3CCN(c4ccc5nc(-c6ccncc6)n(CCN6CCCCC6)c5c4)CC3)n2)cc1	4	-2	2	2	9	1	8	34	10
Cc1ccc(NC(=O)CSc2ncnc3ccccc23)cc1S(=O)(=O)N1CCOCC1	-7	9	2	4	2	-3	-5	-3	4
COc1ccccc1-n1c(SCC(=O)Nc2cccc3ccccc23)nc(O)cc1=O	-9	2	0	1	38*	-4	1	19	-1
COc1ccc(C(=O)Nc2ncc3c(n2)CC(c2ccco2)CC3=O)cc1 (centres undefined)	8	-1	2	-5	6	1	9	2	0
CCC1(C)Cc2c(C#N)c(N)n(-c3ccccc3)c(=S)c2CO1 (centres undefined)	-2	-6	3	4	1	-1	7	5	-1
CN1CCC(CO)(Cc2ccccc2)CC1	-2	0	5	6	-1	2	2	18	5
COc1ccccc1CC(=O)NC1CCCCCC1	0	-3	1	7	2	-2	8	7	0
COC(=O)NCC(c1cccnc1)N1CCN(c2ccccc2OC)CC1 (centres undefined)	-2	1	-1	5	1	-4	0	3	17
O=C(Cc1ccc(Br)cc1)N1CCN(c2ccccc2)CC1	-2	-6	2	10	2	-1	4	-16	3
COc1cc2cc(CCCOC(=O)c3ccc4c(c3)OCO4)oc(=O)c2cc1OC	12	0	6	7	2	6	/	17	9
CN(Cc1ccccc1)c1nc(N)c([N+](=O)[O-])c(Nc2cccc(F)c2)n1	1	-6	1	-5	0	-4	-3	-5	-5
CCO[C@H]1OC(C(=O)N2CCN(Cc3ccccc3)CC2)=C[C@@H](c2ccccc2)[C@@H]1CCCO	-4	-1	5	7	3	-3	2	32	2
S=C(Nc1ccccn1)NC1CCCCC1	4	-1	/	/	5	-1	-6	22	/
CC(C)CNS(=O)(=O)c1ccc(CCC(=O)NC2CCCCC2)cc1	3	-3	3	4	3	-1	9	18	-4
Cn1c(-c2ccccc2)cnc1SCC(=O)N1CCCc2ccccc21	-4	5	9	-2	5	-8	3	15	-5

Record cards, as listed above. Values in the order: LYPLA2 inh	PAD4 inh	PAFAH1B2 inh	PAFAH1B3 FP inh	pPAFAH inh	LYPLA1 inh	GSTO1 inh	PREPL inhibitor	PAFAH2 inh
Cn1c(-c2ccccc2)cnc1SCC(=O)N1CCCc2ccccc21 as listed: -4	5	9	-2	5	-8	3	15	-5
Cc1csc(SCCN2C(=O)c3ccccc3C2=O)n1 as listed: -3	-1	3	4	5	1	-5	1	-3

Other records follow:
SMILES	LYPLA2 inh	PAD4 inh	PAFAH1B2 inh	PAFAH1B3 FP inh	pPAFAH inh	LYPLA1 inh	GSTO1 inh	PREPL inhibitor	PAFAH2 inh
O=C(CCSc1ccccn1)c1ccccc1	0	-10	3	3	-4	-3	-1	7	4
O=C(NCCN1CCCC1)c1ccc(CS(=O)(=O)c2c(Cl)cccc2Cl)o1	-3	-1	-3	2	7	2	-2	-45	-1
Cc1c(C(=O)Nc2ccccc2C(=O)N2CCCC2)cccc1[N+](=O)[O-]	4	1	1	4	-3	2	-3	-3	0
Cc1ccc(C(C(=O)NC2CCCCC2)N(C(=O)c2csnn2)C2CC2)cc1 (centres undefined)	8	-1	10	-2	2	2	3	-2	-2
COc1cc(OC)cc(C(=O)Nc2ccccc2C(=O)N2CCCC2)c1	4	-3	4	4	4	2	5	-2	-6
COC(=O)c1ccc(CN(c2ccccn2)S(=O)(=O)c2ccccc2)cc1	-2	-5	-1	1	0	4	7	21	-8
CN(C(=O)COC(=O)C12CC3CC(CC(C3)C1)C2)c1c(N)n(Cc2ccccc2)c(=O)[nH]c1=O	-3	0	5	-8	-2	-5	/	8	-15
Nc1ncnc(NCc2ccc(F)cc2)c1[N+](=O)[O-]	12	-1	0	7	4	3	7	-6	5
COCCn1c(SCC(=O)N2CCCC2)nnc1-c1ccoc1C	4	3	1	0	4	2	4	-3	3
CSc1nnc2n(-c3ccc(C)cc3)c(=O)c3c4c(sc3n12)COC(C(C)C)C4 (centres undefined)	10	5	-1	4	1	5	1	1	3
O=C(CCl)N1CCCC1c1ccc2c(c1)OCCO2 (centres undefined)	1	1	5	5	-2	-3	55*	2	3
COc1ccc(NC(=O)CSc2nncn2N)c(OC)c1	-2	1	8	4	-2	1	3	11	-1
CCN(C(=O)CSc1nnc(-c2ccco2)n1C)c1c(N)n(Cc2ccccc2)c(=O)[nH]c1=O	9	-5	3	0	2	4	/	8	3
COC(=O)CSc1nnc(CNC(=O)c2cccc(C)c2)n1-c1ccccc1OC	-4	2	4	8	0	-4	3	0	9
C/C(=N\NC(=S)Nc1ccc(F)cc1)c1ccc2c(c1)OCCO2	-10	-5	6	4	12	-4	0	-1	0
Cc1nn(CCC(=O)O)c(C)c1C	-8	-3	4	4	4	-3	7	2	4
COc1ccc(NC(=O)C(=S)N2CCCC2)cc1	7	0	0	0	-2	-2	6	12	-6
Cc1ccc(S(=O)(=O)NCCC(=O)NCCCSc2ccccc2)cc1	-1	-1	1	-2	4	-3	/	-3	-2
COc1cccc(CN2CCN(Cc3ccco3)CC2)c1	1	1	4	2	-1	4	-7	15	5
COc1cccc(C(=O)Nc2cccc(S(=O)(=O)NC3=NCCC3)c2)c1	8	4	2	12	0	3	/	4	5
COc1ccc(-c2cc(C(=O)NCc3ccco3)c3ccccc3n2)c(OC)c1	5	0	2	-8	0	2	-6	4	2
CCOC(=O)c1sc(NC(=O)Nc2ccc(Cl)cc2)nc1C	-20	8	10	0	-3	-17	-11	-1	-4
CN1C(=O)CSc2ccc(NC(=O)N3CCN(c4ccccn4)CC3)cc21	0	-1	-3	8	6	-3	-2	22	-11
CCc1ccc(NC(=O)CN(C)S(=O)(=O)c2ccc3[nH]c(=O)oc3c2)cc1	10	-1	5	2	4	4	18	-12	-1
Cc1nnsc1-c1c(C(=O)O)c(C)nn1-c1ccc(OC(F)(F)F)cc1	0	5	5	-4	0	0	-1	1	-1

A draw from above in order of count of non-hydrogen atoms, high to low.
SMILES	LYPLA2 inh	PAD4 inh	PAFAH1B2 inh	PAFAH1B3 FP inh	pPAFAH inh	LYPLA1 inh	GSTO1 inh	PREPL inhibitor	PAFAH2 inh
O=S(=O)(c1ccc(NC(=S)N/N=C/c2ccc(Oc3ccccc3)cc2)cc1)N1CCOCC1	1	4	1	-6	3	-2	3	6	3
COc1ccccc1-n1c(SCC(=O)Nc2cccc3ccccc23)nc(O)cc1=O	-9	2	0	1	38*	-4	1	19	-1
COC(=O)NCC(c1cccnc1)N1CCN(c2ccccc2OC)CC1 (centres undefined)	-2	1	-1	5	1	-4	0	3	17
O=C(Cc1ccc(Br)cc1)N1CCN(c2ccccc2)CC1	-2	-6	2	10	2	-1	4	-16	3
COc1cccc(CN2CCN(Cc3ccco3)CC2)c1	1	1	4	2	-1	4	-7	15	5
COc1ccccc1CC(=O)NC1CCCCCC1	0	-3	1	7	2	-2	8	7	0
O=C(CCSc1ccccn1)c1ccccc1	0	-10	3	3	-4	-3	-1	7	4

Copied from the list:
PAFAH1B2 inh, CCOC(=O)c1sc(NC(=O)Nc2ccc(Cl)cc2)nc1C stands at 10
PAFAH2 inh, COc1cccc(CN2CCN(Cc3ccco3)CC2)c1 stands at 5

Next section:
SMILES	LYPLA2 inh	PAD4 inh	PAFAH1B2 inh	PAFAH1B3 FP inh	pPAFAH inh	LYPLA1 inh	GSTO1 inh	PREPL inhibitor	PAFAH2 inh
CCCCC(CC)C(=O)Nc1cc(C(=O)NCCC)ccc1N1CCC2(CC1)CC(c1ccccc1)=NO2 (centres undefined)	-15	2	-1	-2	-1	-8	-9	50*	-6
CC(=O)c1c(C)[nH]c(C(=O)Nc2cccc(S(=O)(=O)N3CCCC3)c2)c1C	/	-4	8	14	5	/	/	16	2
Cc1cccc2nc(-c3ccco3)c(Nc3ccc4c(c3)OCO4)n12	2	-2	5	0	10	-1	19	-17	0
COC(=O)C1C(=O)C2=C(CC1C)Nc1ccccc1NC2c1ccc(C)s1 (centres undefined)	3	-6	3	1	1	1	-2	15	-2
O=C1CC(N2CCN(c3ccc(S(=O)(=O)N4CCOCC4)cc3)CC2)C(=O)N1Cc1ccccc1 (centres undefined)	8	-3	-1	5	1	1	-1	-1	3
COc1ccccc1C(=O)OCc1c(F)cccc1Cl	-2	-5	-1	1	8	-3	-1	-6	6
COc1ccc(C(OCC2CO2)c2ccc(OC)cc2)cc1 (centres undefined)	-4	1	/	/	1	-5	82*	-1	/
CC(C)CN(CC(C)C)C(=O)CS(=O)(=O)Cc1ccccc1	-3	-1	10	1	8	-1	0	6	1
CCOC(=O)N1CCC(NC(=S)Nc2ccc3nc(N4CCN(CC)CC4)cc(C)c3c2)CC1	2	-3	-1	-1	-4	1	3	3	-6
CC(CCc1ccccc1)NC(=O)CCc1cn(C)c2ccccc12 (centres undefined)	-4	-1	8	9	4	3	2	6	0
CC(C(=O)Nc1ccccn1)N1C(=O)C2C3C=CC(C3)C2C1=O (centres undefined)	4	-1	1	1	4	3	8	-6	-7
Cc1[nH]c(C)c(S(=O)(=O)N2CCN(c3cccc(C(F)(F)F)c3)CC2)c1C(=O)N1CCCCC1	6	4	7	7	15	1	-1	18	9
